Source: PubChem
EphB4 antag: blocks human EphB4 binding to ephrin-B2; EphB4 LBD / TNYL-RAW-Alexa532 peptide, fluorescence polarization; inhibition, % at 7 µM; actives 0.15% (n = 97,000); AID 720;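 active means inhibition above the screen-wide mean inhibition plus 3 SD, cut at about 15% in these data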;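 further: 0% = DMSO wells and 100% = excess unlabeled TNYL-RAW peptide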
Target sequence (P54760 whole entry, looked up, the tested form may be a part): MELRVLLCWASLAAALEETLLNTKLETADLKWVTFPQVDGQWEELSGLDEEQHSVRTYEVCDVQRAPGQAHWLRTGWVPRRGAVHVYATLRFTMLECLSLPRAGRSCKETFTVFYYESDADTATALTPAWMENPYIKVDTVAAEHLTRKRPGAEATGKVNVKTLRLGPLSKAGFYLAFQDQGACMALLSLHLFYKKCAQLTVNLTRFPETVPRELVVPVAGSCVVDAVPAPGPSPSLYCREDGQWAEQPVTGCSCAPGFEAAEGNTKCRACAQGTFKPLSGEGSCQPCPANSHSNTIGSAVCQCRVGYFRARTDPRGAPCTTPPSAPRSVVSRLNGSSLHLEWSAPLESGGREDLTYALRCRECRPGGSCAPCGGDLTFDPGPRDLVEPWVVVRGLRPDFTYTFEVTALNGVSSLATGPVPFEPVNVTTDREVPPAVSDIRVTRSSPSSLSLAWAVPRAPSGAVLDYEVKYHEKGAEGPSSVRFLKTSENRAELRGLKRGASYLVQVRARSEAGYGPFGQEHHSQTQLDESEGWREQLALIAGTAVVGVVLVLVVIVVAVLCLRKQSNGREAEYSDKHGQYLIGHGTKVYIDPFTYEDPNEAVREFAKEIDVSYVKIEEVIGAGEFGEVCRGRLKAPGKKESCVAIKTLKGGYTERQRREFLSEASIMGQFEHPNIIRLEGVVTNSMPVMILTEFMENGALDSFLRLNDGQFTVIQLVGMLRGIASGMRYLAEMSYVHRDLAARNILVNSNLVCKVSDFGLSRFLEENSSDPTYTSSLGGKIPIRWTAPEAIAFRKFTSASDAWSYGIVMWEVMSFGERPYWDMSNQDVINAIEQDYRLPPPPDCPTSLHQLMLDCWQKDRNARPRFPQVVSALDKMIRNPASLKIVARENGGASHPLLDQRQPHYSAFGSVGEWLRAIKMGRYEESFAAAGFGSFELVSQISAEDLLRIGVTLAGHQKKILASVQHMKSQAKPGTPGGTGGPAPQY
S1P2 antag: antagonists of human S1P2 receptor; cell-based S1P2 antagonist assay, inhibition at 5 uM; inhibition, % at 5 µM; actives 0.21% (n = 97,000); in the data active means inhibition above about 45%;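 further: CRE beta-lactamase reporter cells expressing human S1P2 stimulated with S1P; 0% = agonist at EC80 alone and 100% = agonist plus reference antagonist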
S1P2 ag: agonists of human S1P2 receptor; S1P2-expressing cell line, agonist reporter read-out; O95136; AID 729; activation, % at 4.5 µM; actives 0.46% (n = 97,000); in the data active means activation above about 16%;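 further: 0% = vehicle low control and 100% = maximal reference agonist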
Rev-RRE block: HIV Rev-RRE protein-RNA interaction inhibition. P05866. Rev peptide-RRE RNA binding, FRET. inhibition, % at 8 µM. actives 0.79% (n = 97,000). AID 704;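 active means inhibition above the screen-wide mean plus 3 SD, cut at about 35% in these data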;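 further: 0% = median DMSO wells and 100% = median Neomycin B control wells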
Target sequence (P05866 whole entry, looked up): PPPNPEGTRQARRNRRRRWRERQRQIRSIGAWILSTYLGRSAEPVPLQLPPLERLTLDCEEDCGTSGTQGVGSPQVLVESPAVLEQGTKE
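Probe or stimulus: fluorescein-Rev peptide as binding partner; assay system: Cy5-tagged RRE RNA duplex with fluorescein-tagged Rev peptide; timing: 5 min compound–RNA preincubation, then 15 min with peptide, 25 °C; medium: HEPES pH 7.5 buffer with KCl, MgCl2, NaCl and EDTA; signal: fluorescein-to-Cy5 FRET, 480 nm excitation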
MT1-MMP txn act: MT1-MMP promoter transcription activation. HT1080 MT1-MMP promoter luciferase reporter, luminescence, overnight; stronger effect = higher value. activation factor at 10 µM. AID 750. actives 0.16% (n = 86,000);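 active means activation factor of at least 2 for MT1-MMP transcription at 10 µM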
PLK1 PBD inh: inhibitors of human Plk1 polo box domain binding; Plk1 PBD phosphopeptide binding, fluorescence polarization; actives 0.13% (n = 97,000); AID 693; inhibition, %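 (tested at about 20 µM)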; in the data active means inhibition above about 34%, passing the limit was not always enough
PLK1 inh: PLK1 (human) kinase inhibition; P53350; recombinant PLK1 kinase, TR-FRET peptide phosphorylation; inhibition, % at 10 µM; actives 0.53% (n = 97,000);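 active means inhibition of 50% or more in the single-concentration screen; inactive means inhibition below 50%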;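 further: 0% = DMSO max control and 100% = H-89 dihydrochloride min control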
PLAP activator: human PLAP activation; P05187; purified PLAP enzyme, luminescent substrate read-out; stronger effect = higher value; activation fold at 20 µM; actives 1.2% (n = 96,000); in the data active means activation fold above about 2
FAK blocker: FAK (human) kinase inhibition. Q05397. biochemical FAK kinase activity assay. inhibition, %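 (tested at 7 µM)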. actives 0.84% (n = 97,000). AID 727; in the data active means inhibition above about 19%;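 further: 0% = DMSO and 100% = reference compound high control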
* marks the source's active call; other numbers are inactive results.

Results for CC(C)c1ccc(C2C3=C(CC(C)(C)CC3=O)NC3=C2C(=O)c2ccccc23)cc1 (stereo unspecified) ?
EphB4 antag: -0.1; S1P2 antag: 3.4; S1P2 ag: -10.1; Rev-RRE block: 7.0; PLK1 PBD inh: -33.9; PLK1 inh: -8.6; PLAP activator: 1; FAK blocker: 1.2

What do the screens show for `CC1CC(C(F)(F)F)n2ncnc2N1` (stereo unspecified)?
EphB4 antag: 5.1; S1P2 antag: 3.3; S1P2 ag: -4.2; Rev-RRE block: 3.0; MT1-MMP txn act: 1.1; PLK1 PBD inh: 5.2; PLK1 inh: -8.3; PLAP activator: 0.8; FAK blocker: -5.9

How did CCOC(=O)c1[nH]c2ccccc2c1NC(=O)NC1CCCCC1 do in these assays?
EphB4 antag: -5.8; S1P2 antag: 2.0; S1P2 ag: -5.7; Rev-RRE block: 8.5; MT1-MMP txn act: 1.1; PLK1 PBD inh: -7.3; PLK1 inh: -4.1; PLAP activator: 0.9; FAK blocker: -1.1

How did CN1CCN(C(=O)CC23CC4CC(CC(C4)C2)C3)CC1 do in these assays?
EphB4 antag: -4.7; S1P2 antag: -3.7; S1P2 ag: 2.1; Rev-RRE block: -1.6; MT1-MMP txn act: 1.1; PLK1 PBD inh: 19.3; PLK1 inh: -0.9; PLAP activator: 1.2; FAK blocker: -1.4

How did COc1cccc(N2CCN(C(=S)Nc3cccc(C)c3)CC2)c1 do in these assays?
EphB4 antag: -0.9; S1P2 antag: -3.4; S1P2 ag: -2.9; Rev-RRE block: -8.5; PLK1 PBD inh: 17.6; PLK1 inh: -15.5; PLAP activator: 0.9; FAK blocker: -1.5

Results for O=C(Nc1cccnc1)c1ccccc1-c1nc(-c2ccccc2F)no1 ?
EphB4 antag: 5.1; S1P2 antag: -3.0; S1P2 ag: -3.8; Rev-RRE block: 9.6; MT1-MMP txn act: 1.1; PLK1 PBD inh: -13.1; PLK1 inh: -2.4; PLAP activator: 0.8; FAK blocker: -0.8

How did CCN(C(=O)Cc1c(C(=O)O)[nH]c2ccccc12)c1cc(OC)ccc1OC do in these assays?
EphB4 antag: 5.9; S1P2 antag: 3.3; S1P2 ag: -7.6; Rev-RRE block: 0.8; MT1-MMP txn act: 1; PLK1 PBD inh: -7.6; PLK1 inh: -11.8; PLAP activator: 1.3; FAK blocker: -2.4

How did c1nc2nc3c(c(N4CCOCC4)n2n1)CCCC3 do in these assays?
EphB4 antag: 4.3; S1P2 antag: 4.0; S1P2 ag: -7.4; Rev-RRE block: 8.9; MT1-MMP txn act: 1; PLK1 PBD inh: -2.2; PLK1 inh: 2.5; PLAP activator: 1; FAK blocker: 4.2

What do the screens show for `COc1ccc(S(=O)(=O)Cc2ccc(C(=O)N3CCN(C(=O)c4ccco4)CC3)o2)cc1`?
EphB4 antag: -4.7; S1P2 antag: 16.6; S1P2 ag: -7.2; Rev-RRE block: 1.6; MT1-MMP txn act: 1.3; PLK1 PBD inh: 25.9; PLK1 inh: -12.6; PLAP activator: 0.9; FAK blocker: -5.3

How did COc1ccc(N2C(=O)CSC2c2ccc3c(c2)OCO3)cc1 (stereo unspecified) do in these assays?
EphB4 antag: 5.9; S1P2 antag: 12.6; S1P2 ag: -13.2; Rev-RRE block: 4.7; MT1-MMP txn act: 1.2; PLK1 PBD inh: 1.1; PLK1 inh: -12.4; PLAP activator: 0.9; FAK blocker: -0.9

What do the screens show for `Cc1cc(C(=O)N2CCOCC2)n(-c2ccccc2)n1`?
EphB4 antag: -1.4; S1P2 antag: 6.9; S1P2 ag: -5.3; Rev-RRE block: 6.2; MT1-MMP txn act: 1; PLK1 PBD inh: -9.9; PLK1 inh: -1.6; PLAP activator: 1.5; FAK blocker: 3.8

Results for CCOC(=O)c1c(C)[nH]c(C)c1C(=O)CSc1nnc(-c2ccncc2)n1C ?
EphB4 antag: -7.0; S1P2 antag: -14.2; S1P2 ag: -0.8; Rev-RRE block: -1.5; MT1-MMP txn act: 1.2; PLK1 PBD inh: 10.0; PLK1 inh: -5.1; PLAP activator: 1; FAK blocker: -3.9

Results for Cc1ccc(S(=O)(=O)N(CC(=O)NCc2ccco2)Cc2ccccc2F)cc1 ?
EphB4 antag: 1.1; S1P2 antag: 16.8; S1P2 ag: -5.3; Rev-RRE block: 7.2; MT1-MMP txn act: 1.1; PLK1 PBD inh: -0.7; PLK1 inh: -3.7; PLAP activator: 1.2; FAK blocker: -2.6

Results for Cc1cc(C)nc(NC(=O)Cc2cccs2)n1 ?
EphB4 antag: -5.6; S1P2 antag: 8.6; S1P2 ag: -3.2; Rev-RRE block: 1.9; MT1-MMP txn act: 1.1; PLK1 PBD inh: 19.1; PLK1 inh: 1.9; PLAP activator: 1; FAK blocker: -13.8

Results for NC12CC3CC(C1)CC(O)(C3)C2 ?
EphB4 antag: 4.2; S1P2 antag: 7.1; S1P2 ag: -3.3; Rev-RRE block: 4.7; MT1-MMP txn act: 1.1; PLK1 PBD inh: 0.0; PLK1 inh: -10.2; PLAP activator: 1.2; FAK blocker: 2.5

Results for Oc1ccccc1Nc1nc(NCC2CCCO2)c2ccccc2n1 (stereo unspecified) ?
EphB4 antag: -1.1; S1P2 antag: 19.7; S1P2 ag: -3.3; Rev-RRE block: 2.1; MT1-MMP txn act: 0.9; PLK1 PBD inh: -3.5; PLK1 inh: -40.2; PLAP activator: 0.9; FAK blocker: 2.0

Results for CCC(=O)NC(=S)Nc1cccc(NC(=O)c2ccccc2Cl)c1 ?
EphB4 antag: 3.5; S1P2 antag: -5.6; S1P2 ag: -4.5; Rev-RRE block: 0.9; PLK1 PBD inh: 15.6; PLK1 inh: 4.3; PLAP activator: 1; FAK blocker: -3.0

How did CN(CC(=O)Nc1nc2ccccc2s1)S(=O)(=O)c1ccc(Cl)cc1 do in these assays?
EphB4 antag: 4.5; S1P2 antag: -3.0; S1P2 ag: -6.3; Rev-RRE block: 18.2; MT1-MMP txn act: 1.2; PLK1 PBD inh: -9.8; PLK1 inh: -5.4; PLAP activator: 0.9; FAK blocker: 1.1

Results for COc1cc2c(cc1OC)C(C)N(C(=O)C1COc3ccccc3O1)CC2 (stereo unspecified) ?
EphB4 antag: 1.0; S1P2 antag: 8.5; S1P2 ag: -4.6; Rev-RRE block: 6.1; MT1-MMP txn act: 1.1; PLK1 PBD inh: 2.1; PLK1 inh: -17.8; PLAP activator: 1.4; FAK blocker: -3.6

What do the screens show for `CCCSc1nnc(-c2c[nH]c3ccccc23)n1C`?
EphB4 antag: 5.9; S1P2 antag: 14.2; S1P2 ag: -0.1; Rev-RRE block: 5.9; MT1-MMP txn act: 1.3; PLK1 PBD inh: 4.0; PLK1 inh: 64.1*; PLAP activator: 0.7; FAK blocker: 3.5

The last 2 records of the section before are carried over, then new ones follow:
Results for COc1cc2c(cc1OC)C(C)N(C(=O)C1COc3ccccc3O1)CC2 (stereo unspecified) ?
EphB4 antag: 1.0; S1P2 antag: 8.5; S1P2 ag: -4.6; Rev-RRE block: 6.1; MT1-MMP txn act: 1.1; PLK1 PBD inh: 2.1; PLK1 inh: -17.8; PLAP activator: 1.4; FAK blocker: -3.6

What do the screens show for `CCCSc1nnc(-c2c[nH]c3ccccc23)n1C`?
EphB4 antag: 5.9; S1P2 antag: 14.2; S1P2 ag: -0.1; Rev-RRE block: 5.9; MT1-MMP txn act: 1.3; PLK1 PBD inh: 4.0; PLK1 inh: 64.1*; PLAP activator: 0.7; FAK blocker: 3.5

How did N/C(=N\c1nc2c(c(=O)[nH]1)CCCC2)Nc1ccccc1Sc1ccccc1 do in these assays?
EphB4 antag: -2.1; S1P2 antag: -2.0; S1P2 ag: -6.6; Rev-RRE block: 13.0; MT1-MMP txn act: 1; PLK1 PBD inh: -18.3; PLK1 inh: 0.5; PLAP activator: 2*; FAK blocker: 1.1

What do the screens show for `COC(=O)c1ccc(NC(=O)COc2ccc(C3C(C#N)=C(N)Oc4c3ccc3ccccc43)cc2OC)cc1` (stereo unspecified)?
EphB4 antag: -5.9; S1P2 antag: 62.9*; S1P2 ag: -6.8; Rev-RRE block: -6.7; PLK1 PBD inh: -24.0; PLK1 inh: -9.3; PLAP activator: 1.2; FAK blocker: 15.8

What do the screens show for `c1ccc(Cn2c(CN3CCCC3)nc3ccccc32)cc1`?
EphB4 antag: -1.1; S1P2 antag: 2.6; S1P2 ag: -5.8; Rev-RRE block: 5.0; MT1-MMP txn act: 1.2; PLK1 PBD inh: 5.7; PLK1 inh: -8.9; PLAP activator: 1.1; FAK blocker: -0.6

Results for CCC1(C)C2(C#N)C(N)=NC(OC)(OC)C12C#N (stereo unspecified) ?
EphB4 antag: -0.8; S1P2 antag: 3.6; S1P2 ag: -0.4; Rev-RRE block: 1.7; PLK1 PBD inh: 2.1; PLK1 inh: 1.5; PLAP activator: 1; FAK blocker: 1.6

What do the screens show for `CCOC(=O)c1c(N)c(C#N)cn1-c1ccccc1`?
EphB4 antag: -4.7; S1P2 antag: -39.3; S1P2 ag: 2.7; Rev-RRE block: 4.1; MT1-MMP txn act: 1.1; PLK1 PBD inh: 8.1; PLK1 inh: 15.0; PLAP activator: 0.9; FAK blocker: -0.8

What do the screens show for `COCCNc1cc(C)nc2c3c(C)cc(C)nc3nn12`?
EphB4 antag: -1.9; S1P2 antag: 0.1; S1P2 ag: -1.7; Rev-RRE block: 5.2; MT1-MMP txn act: 1.1; PLK1 PBD inh: -6.1; PLK1 inh: -12.2; PLAP activator: 1.8; FAK blocker: -3.1

Results for CC1CC(NC(=O)Cc2ccc(Br)cc2)CC(C)(C)C1 (stereo unspecified) ?
EphB4 antag: 6.2; S1P2 antag: 7.0; S1P2 ag: -3.4; Rev-RRE block: 16.9; MT1-MMP txn act: 1; PLK1 PBD inh: -8.2; PLK1 inh: 1.1; FAK blocker: 2.4

Results for O=c1c2ccccc2nc(SCc2cccc(F)c2)n1Cc1ccco1 ?
EphB4 antag: -1.2; S1P2 antag: 6.7; S1P2 ag: -0.2; Rev-RRE block: 13.2; MT1-MMP txn act: 1.1; PLK1 PBD inh: 6.5; PLK1 inh: -6.5; PLAP activator: 1.2; FAK blocker: 1.9

How did COc1cccc(OC)c1C(=O)Nc1nc2ccc(S(C)(=O)=O)cc2s1 do in these assays?
EphB4 antag: -2.3; S1P2 antag: 4.7; S1P2 ag: -1.1; Rev-RRE block: 2.9; MT1-MMP txn act: 1.2; PLK1 PBD inh: 6.4; PLK1 inh: 3.7; PLAP activator: 0.9; FAK blocker: 1.9

What do the screens show for `Cc1cc(C)c2c(-n3cccc3)c(C(=O)NNS(=O)(=O)c3ccc(Cl)cc3)sc2n1`?
EphB4 antag: -0.3; S1P2 antag: -2.5; S1P2 ag: -1.5; Rev-RRE block: 0.1; PLK1 PBD inh: -14.2; PLK1 inh: -3.8; PLAP activator: 1.3; FAK blocker: -4.4

How did CCCC(=O)NCc1ccc2c(c1)cc(C)n2C do in these assays?
EphB4 antag: -10.4; S1P2 antag: 1.7; S1P2 ag: -2.8; Rev-RRE block: 3.9; MT1-MMP txn act: 1.2; PLK1 PBD inh: 12.0; PLK1 inh: -13.5; PLAP activator: 1.4; FAK blocker: 0.3

What do the screens show for `CCNC(=S)N(Cc1ccc2c(c1)OCO2)C1CC(=O)N(c2ccc(F)cc2)C1=O` (stereo unspecified)?
EphB4 antag: 0.4; S1P2 antag: -1.9; S1P2 ag: -6.8; Rev-RRE block: 8.8; PLK1 PBD inh: -5.0; PLK1 inh: -9.0; PLAP activator: 1; FAK blocker: 1.0

What do the screens show for `CC(NC(=O)CCSc1nc(-c2ccc3c(c2)OCO3)cc(C(F)(F)F)n1)c1ccccc1` (stereo unspecified)?
EphB4 antag: 1.9; S1P2 antag: -10.9; S1P2 ag: -6.3; Rev-RRE block: 1.5; MT1-MMP txn act: 1; PLK1 PBD inh: 11.7; PLK1 inh: -7.1; PLAP activator: 1; FAK blocker: -2.2

How did CCOC(=O)c1nn(-c2cccc(OC)c2)c(-c2ccccc2)c1C(=O)c1ccccc1 do in these assays?
EphB4 antag: 5.2; S1P2 antag: -6.3; S1P2 ag: -5.2; Rev-RRE block: -1.2; PLK1 PBD inh: -25.1; PLK1 inh: -0.8; PLAP activator: 1.1; FAK blocker: -4.4
